Screening results deposited in PubChem BioAssay by National Center for Advancing Translational Sciences (NCATS).
TCR act: T cell receptor activation; primary human leukocytes, anti-CD3, IL-2 HTRF, 48 h; AID 504894; 330,000 tested, under 10 active; Potency, µM (highest dose often 9.22 µM), for inactives: top-dose activation of IL-2 secretion, usual class: activators; further: % of control where 0% means no effect
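Human primary leukocytes + a-CD3 beads + cpd, 48 hr; IL-2 in supernatant by HTRF (ex 320nm / em 665nm). No co-stimulatory signal supplied.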
PTAP TSG101 blk: blocks PTAP/TSG101 interaction to inhibit HIV-1 budding; Q99816; Fluorescence polarization, FITC-PTAP peptide / Tsg101 binding; 340,000 tested, under 10 active; Potency, µM (doses to about 115 µM), for the others: at the top dose activity change, negative = inhibition, hits mostly inhibitors; AID 493005; active means well fitted inhibition curve with a large enough effect in the main read-out, with a control signal flat, not every such curve was filed as active; inconclusive means small, poorly fitted or top-dose-only effect, or effect the other way, or a change in a side signal; inactive means no such curve, though single readings can be large or run the other way; further: potency means the concentration at half of the fitted maximal effect; % of control where 0% means no effect
Target sequence (Q99816 whole entry, looked up): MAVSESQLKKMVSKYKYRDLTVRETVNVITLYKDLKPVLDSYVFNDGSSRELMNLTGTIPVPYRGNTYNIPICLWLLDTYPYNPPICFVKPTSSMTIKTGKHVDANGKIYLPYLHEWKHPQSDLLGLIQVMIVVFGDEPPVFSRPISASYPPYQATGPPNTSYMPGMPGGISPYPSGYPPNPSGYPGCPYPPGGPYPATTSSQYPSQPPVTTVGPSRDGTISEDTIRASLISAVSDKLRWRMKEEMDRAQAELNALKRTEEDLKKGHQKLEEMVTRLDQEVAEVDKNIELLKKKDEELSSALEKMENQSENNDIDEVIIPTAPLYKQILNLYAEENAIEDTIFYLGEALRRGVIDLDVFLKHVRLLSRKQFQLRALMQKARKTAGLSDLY
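Compounds were pin-transferred onto Tsg101 binding domain (10 uM final) in HEPES pH 7.5 buffer, then FITC-PTAP peptide was added at 50 nM final. After 20 min at RT, polarization reported peptide displacement across a qHTS concentration series.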
AT treatment: potential ataxia-telangiectasia treatment. […] A-T fibroblasts, KAP-1 phosphorylation AlphaLISA; neocarzinostatin DNA damage 30 min before lysis. Potency, µM (series often up to 57.5 µM), inactives show at the highest dose activation, actives largely listed as activators. hit rate 0.19% among 320,000. AID 485349; further: potency means the concentration at half of the fitted maximal effect; % of control where 0% means no effect; nearly all actives have a fitted effect of over 45% in size
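hTERT-immortalized A-T patient fibroblasts ([…]), 500 cells/well in OPTI-MEM, 1% FBS, got compounds for 60 min, then NCS for 30 min at 37C. Lysates were then assayed for phospho-KAP-1 by AlphaLISA (anti-pKAP1 donor, anti-KAP1 acceptor beads), 6 hr at 25C.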
ELG1 repair inh: blocks ELG1-dependent DNA repair in HEK293T cells | HEK293T ELG1-luciferase reporter, luminescence, 16 h; DNA damage induced by 5-fluorouridine | Potency, µM (highest dose often 46.1 µM), for the others: top-dose activity change, negative = inhibition, most hits filed as inhibitors | hit rate 2.3% among 330,000 | AID 504467; further: potency means the concentration at half of the fitted maximal effect; on the % scale 0 is the no-effect control and ±100 the full control effect; nearly all actives have a fitted effect of over 55% in size
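HEK293T cells expressing luciferase-tagged ELG1 (2,000/well) received 5-Fluorouridine plus compound or DMSO for 16 hr at 37 °C. Luciferase was read by ONE-Glo luminescence after 30 min at room temperature.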
ASM inhibitor: blocks human secretory acid sphingomyelinase. P17405. placental ASM, HMU-PC fluorogenic substrate, 60 min. Potency, µM (top dose mostly 57.5 µM), without a hit: top-dose activity change, negative = inhibition, usual class: inhibitors. hit rate 0.006% among 340,000. AID 504937; further: potency means the concentration at half of the fitted maximal effect
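Steps: dispense placental human ASM, pin compound, wait 10 min at room temperature, add HMU-PC0 substrate at 9 uM final, incubate 60 min at 37 °C, add stop solution raising pH to 10, read fluorescence.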
Mito fusion yeast: inhibitors of mitochondrial division or activators of mitochondrial fusion | S. cerevisiae fusion-defective mutant growth rescue, CellTiterGlo 48 h | Potency, µM (titrated, usually from 46.1 µM), for inactives: at the top dose growth rescue (activation), usual class: activators | hit rate 0.23% among 320,000 | AID 485298;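 further: potency means the concentration at half of the fitted maximal effect; % of control where 0% means no effect; nearly all actives have a fitted effect of over 45% in size; temperature-sensitive fusion mutants such as fzo1-1 at 37 °C on non-fermentable ethanol glycerol medium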
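S. cerevisiae fusion-defective temperature-sensitive mutants (e.g. fzo1-1, mgm1-5) grown 48 h at 37C in YPEG (ethanol/glycerol non-fermentable) medium with 23 nl compound per well; growth rescue read as CellTiterGlo luminescence.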
TSHR antag: blocks TSH signaling through the human TSH receptor; TSHR-expressing cells, TSH-stimulated cAMP HTRF, 2 h; active compounds read low; activity change, negative = inhibition, % at 11.5 µM; hit rate 0.2% among 330,000;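 active means activity change below a set negative limit, meaning inhibition stronger than a set level, cut at about -70% in these data; inconclusive means activity change between two set negative limits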; further: on the % scale 0 is the no-effect control and ±100 the full control effect
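Freshly harvested TSHR cells receive pin-tooled compound, then EC80 TSH at 4nM final. After 2 hours at 37 deg C, antibody in lysis buffer and cAMP-d2 are added; 30 minutes at ambient temperature precede the HTRF read.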
a7 integrin act: activates integrin-mediated alleviation for muscular dystrophy; alpha7betagal myoblasts, beta-gal FDG fluorescence, 48 h; hit rate 0.064% among 350,000; AID 624291; Potency, µM (doses to about 38.3 µM), without a hit: at the highest dose activation, usual class: activators;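 further: potency means the concentration at half of the fitted maximal effect; 100% = response of the positive control SU9516; nearly all actives have a fitted effect of over 60% in size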
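Alpha7betagal+/- myoblasts (passage 13) were plated 16-24 hr, then exposed to compounds (1:260 dilution of DMSO stock) for 48 hours at 37C. After MPER lysis, β-galactosidase reporter activity was read as FDG fluorescence (ex 480/em 540) after 30 minutes.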
Tb PFK block: inhibitors of T. brucei phosphofructokinase. T. brucei PFK, ADP-Glo luminescence. Potency, µM (doses to about 57.5 µM), without a hit: at the top dose activity, negative = inhibition, most hits filed as inhibitors. hit rate 0.17% among 330,000;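 further: potency means the concentration at half of the fitted maximal effect; 0% = uninhibited 1x PFK enzyme wells and -100% = no-enzyme wells; nearly all actives have a fitted effect of over 60% in size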
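In TEA buffer at pH 8.0 with 5 mM MgCl2, enzyme (1.25 nM) converted F6P (0.5 mM) and ATP (0.1 mM) for 45 min at room temperature. ADP product was read by luciferase luminescence.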
BCR signal inh: chronic active BCR signaling inhibition. ABC-DLBCL IkBa-CBG/CBR reporter, luminescence ratio, 4 h. Potency, µM (top dose mostly 46.1 µM), without a hit: top-dose ratio change, negative = lower green/red ratio, actives largely listed as inhibitors. hit rate 0.05% among 340,000. AID 493014; active means well fitted inhibition curve with a large enough effect in the signal ratio, with a control signal flat, not every such curve was filed as active; inconclusive means small, poorly fitted or top-dose-only effect, or effect the other way, or a change in a side signal; the % refers to the signal ratio;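 further: potency means the concentration at half of the fitted maximal effect; plate controls were basal doxycycline-induced cells for no effect and cells given 10 µM MG132 for full effect; MG132 reads +100%, hits lower the ratio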
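TMD8 ABC-DLBCL cells carrying doxycycline-inducible green luciferase fused to IkappaBalpha plus unfused red luciferase were exposed to compounds (up to 46 uM) for 4 hrs at 37C. Activity came from the overlap-corrected green/red luminescence ratio.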
Eya2 inh: blocks the phosphatase activity of human Eya2; recombinant Eya2, OMFP fluorescence dephosphorylation (OMFP is methylfluorescein phosphate); Potency, µM (titrated, usually from 76.9 µM), for the others: top-dose activity, negative = inhibition, most hits filed as inhibitors; hit rate 0.006% among 330,000; AID 488837; further: potency means the concentration at half of the fitted maximal effect; on the % scale 0 is the no-effect control and ±100 the full control effect
Target sequence (O00167 whole entry, looked up): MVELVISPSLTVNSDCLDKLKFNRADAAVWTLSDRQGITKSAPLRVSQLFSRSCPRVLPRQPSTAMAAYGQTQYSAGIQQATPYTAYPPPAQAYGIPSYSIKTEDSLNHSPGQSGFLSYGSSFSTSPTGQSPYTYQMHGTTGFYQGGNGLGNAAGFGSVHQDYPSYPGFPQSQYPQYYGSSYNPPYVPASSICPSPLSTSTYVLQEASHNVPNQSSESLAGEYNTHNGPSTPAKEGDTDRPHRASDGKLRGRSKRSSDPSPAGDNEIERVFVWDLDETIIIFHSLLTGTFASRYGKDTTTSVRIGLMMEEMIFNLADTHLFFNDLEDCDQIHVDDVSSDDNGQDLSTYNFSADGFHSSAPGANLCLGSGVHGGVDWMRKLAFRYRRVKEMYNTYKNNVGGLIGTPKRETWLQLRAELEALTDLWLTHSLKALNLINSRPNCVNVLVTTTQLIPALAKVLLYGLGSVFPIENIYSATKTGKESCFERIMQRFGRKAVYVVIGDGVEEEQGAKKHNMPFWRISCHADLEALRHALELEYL
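Eya2 (0.2 uM) preincubated 10 min at ambient with compound, then OMFP substrate added at 50 uM; 10 min reaction in 50 mM HEPES pH 7.5, 50 mM NaCl, 5 uM MgCl2, 0.05% BSA, 1 mM DTT. Fluorescence read at Ex 485/Em 525 nm.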
The depositor's hits bear a star; ? = inconclusive; . = no result given; [ ] = dose if it differs, or a comment. Unless noted, the call rests on the fitted dose curve; in most records, active means well fitted curve in the direction sought with a large enough effect; inconclusive means small, poorly fitted or top-dose-only effect, or another doubt; inactive means no such curve, though single readings can be large; an effect the other way counts as inactive or inconclusive.

SMILES	TCR act	PTAP TSG101 blk	AT treatment	ELG1 repair inh	ASM inhibitor	Mito fusion yeast	TSHR antag	a7 integrin act	Tb PFK block	BCR signal inh	Eya2 inh
COCn1c(=O)c2c(nc(SC3=NCCS3)n2Cc2ccccc2C)n(COC)c1=O	-4%	-6%	7%	18µM*	-4%	1%	-4	-3%	4%	4%	-23%
COC(=O)c1nn(-c2ccccc2)nc1-c1nn(-c2ccccc2)nc1C(=O)OC	7%	0%	.	0%	-2%	?	-3	-9%	2%	-19%	-11%
NC(=O)c1ccc(N2CCCCC2)c(N2C(=O)C3C4C=CC(C4)C3C2=O)c1 (stereo not drawn)	3%	0%	10%	-13%	-1%	-4%	-9	7%	-5%	?	4%
CCc1cc(CNC(=O)c2ccc3nc(Cc4ccc(OC)c(OC)c4)oc3c2)on1	-2%	-5%	6%	?	0%	6%	10	-23%	-7%	?	8%
OCCN1CCN(Cc2cc(Br)cc(Br)c2O)CC1	6%	-14%	3%	6%	1%	-4%	0	-7%[7.66 µM]	-2%	2%	17%
COc1cccc(N2C(=O)CC(N3CCC(C(N)=O)(N4CCCCC4)CC3)C2=O)c1 (stereo not drawn)	-9%[46.1 µM]	-2%	0%	12%	-1%	9%	3	-7%	6%	10%	-12%
Cn1nnnc1NC(=O)c1ccccc1Cl	-5%	-3%	0%	7%	1%	-4%	2	0%	1%	-8%	-9%
CCCCCN1C(C)=CC(=C(C#N)C#N)C=C1C	-11%	-6%	-4%	-3%	-1%	4%	-5	-29%	3%	2%	-13%
O=C(c1ccco1)N1CCN(c2ccc(F)cc2)CC1	-6%	-3%	-5%	?	1%	4%	4	11%	6%	4%	-23%
Cc1cc(C)n2nc[n+](C)c2n1	-42%	-2%	4%	18%	0%	-6%	-1	11%	0%	10%	5%
COc1ccc(CCNC(=O)CCN2C(=O)c3ccccc3C2=O)cc1OC	.	.	-4%	-2%	.	-1%	-7	.	-1%	-7%	-3%
Cc1cc(NC(=O)c2cc([N+](=O)[O-])cc([N+](=O)[O-])c2)n(-c2ccccc2)n1	1%[46.1 µM]	-3%	1%	-19%	1%	-16%	-17	-26%	?	17%	-4%
COc1ccc(NC(=O)Cn2c(=O)cnc3ccccc32)cc1S(=O)(=O)N1CCCCC1	-4%	-5%	3%	1%	.	-2%	-7	-5%	-2%	-1%	1%
O=C(COc1ccc([N+](=O)[O-])cc1)N1CCc2ccccc2C1	.	0%	-6%	9%	0%	3%	-7	24%	-2%	?	-3%
O=C(Cn1nc(Cc2cccnc2)c2ccccc2c1=O)NCc1ccc(F)cc1	4%	-1%	3%	5%	-2%	-5%	-44	-6%	4%	0%	-12%
CCC(=O)c1ccc(OC(=O)N2CCOCC2)cc1	-7%	-12%	1%	?	5%	0%	-5	-6%	1%	6%	-1%
COc1ccc(OCc2cc(C(=O)NC(C)c3cnn(C)c3)no2)c(Cl)c1 (stereo not drawn)	8%	-9%	-9%	?	-3%	1%	-5	0%	3%	0%	8%
O=C(NC1CCCC1)C1CCN(S(=O)(=O)c2ccccc2)CC1	-4%	-1%	4%	3%	4%	2%	9	-28%	1%	-5%	3%
COc1ccccc1C(=O)NC(=O)COC(=O)c1ccc(NC(=O)CC#N)cc1	-5%	0%	3%	10%	-5%	-5%	.	12%	16%	-19%	6%
CC(C)Nc1nc(NC(C)C)nc(Oc2ccc(=O)n(C)n2)n1	4%	-2%	2%	?	2%	1%	14	-2%	0%	-10%	0%
CCCC(=Nc1ccc(N)cc1)C1=C(O)C(C(=O)OC)C(C)(C)CC1=O (stereo not drawn)	.	-7%	-5%	?	2%	6%	-10	-21%	-3%	1%	-5%
COc1ccc(S(=O)(=O)Nc2cc(SCC(=O)O)c(O)c3ccccc23)cc1	13%	-7%	12%	16µM*	-29%	-16%	3	-73%[inhibitor]	?	-24%	9%
c1ccc(CSc2nnc(-c3ccco3)o2)cc1	-1%	-2%	-12%	?	-1%	3%	-8	-13%	1%	?	2%
CCOC(=O)C1(Cc2ccccc2C(F)(F)F)CCN(C2CCC2)CC1	-1%	0%	-1%[11.5 µM]	5%	2%	-13%	3	7%	19%	-6%	-13%
Cc1ccc2c(C)nc(NC3=NCN(Cc4ccccc4)CN3)nc2c1	.	.	1%	-11%	.	-1%	-5	.	-3%	?	6%
O=C(NN1C(=O)/C(=C/c2cccnc2)SC1=S)C(c1ccccc1)c1ccccc1	5%	-6%	-5%	-9%	-19%	-3%	-19	-13%	6%	9%	5%
O=C(COc1ccc(Cl)cc1)Nc1ncc([N+](=O)[O-])s1	8%	0%	3%	?	-2%	9%	-46	0%	13%	.	-4%
Cc1cccc(C)c1NC(=O)CNc1ncnc2sc(C)c(C)c12	-2%[46.1 µM]	-3%	-19%	-27%	1%	1%	0	0%	7%	0%	-3%
O=C(c1cc(C2CC2)nn1-c1ccccc1)N1CCN(c2ccc(O)cc2)CC1	-3%	-1%	-11%	?	5%	?	21	0%	-28%	9%	10%
CCOC(=O)c1ccc(NC(=O)CNNC(=O)COc2ccccc2C)cc1	13%	-8%	-8%	-14%	?	.	.	8%	2%	?	-35%
CCC(=O)Nc1nnc(/C=C/c2ccccc2)s1	3%	-1%	-4%	?	278%[activator]	10%	-10	19%	2%	-1%	5%
CCOc1ccccc1NC(=O)Nc1ccc2c(c1)OCO2	7%	1%	-5%	?	0%	-3%	13	13%	-3%	?	-10%
COC(=O)c1cc(C(=O)N2CCOCC2)cc([N+](=O)[O-])c1	-1%	-2%	-7%	0%	0%	4%	6	-13%	-3%	?	-1%
Cc1oc2cc(O)ccc2c(=O)c1Oc1ccc(F)cc1	-1%	-5%	-6%	4%	252%[activator]	28%	-5	-13%	1%	?	?
CCn1c(SC(C)C(=O)Nc2nnc(C)s2)nnc1-c1ccco1 (stereo not drawn)	7%	-1%	-1%	-2%	1%	3%	6	-21%	1%	-7%	-5%
COC(=O)Nc1cc([N+](=O)[O-])ccc1OC	-10%[46.1 µM]	0%	4%	?	-3%	-5%	-1	27%	0%	2%	1%

Seven compounds out of the list, sorted by count of non-hydrogen atoms, low to high:
SMILES	TCR act	PTAP TSG101 blk	AT treatment	ELG1 repair inh	ASM inhibitor	Mito fusion yeast	TSHR antag	a7 integrin act	Tb PFK block	BCR signal inh	Eya2 inh
COC(=O)Nc1cc([N+](=O)[O-])ccc1OC	-10%[46.1 µM]	0%	4%	?	-3%	-5%	-1	27%	0%	2%	1%
CCC(=O)Nc1nnc(/C=C/c2ccccc2)s1	3%	-1%	-4%	?	278%[activator]	10%	-10	19%	2%	-1%	5%
O=C(COc1ccc(Cl)cc1)Nc1ncc([N+](=O)[O-])s1	8%	0%	3%	?	-2%	9%	-46	0%	13%	.	-4%
CCOc1ccccc1NC(=O)Nc1ccc2c(c1)OCO2	7%	1%	-5%	?	0%	-3%	13	13%	-3%	?	-10%
Cc1cccc(C)c1NC(=O)CNc1ncnc2sc(C)c(C)c12	-2%[46.1 µM]	-3%	-19%	-27%	1%	1%	0	0%	7%	0%	-3%
Cc1ccc2c(C)nc(NC3=NCN(Cc4ccccc4)CN3)nc2c1	.	.	1%	-11%	.	-1%	-5	.	-3%	?	6%
CCOC(=O)c1ccc(NC(=O)CNNC(=O)COc2ccccc2C)cc1	13%	-8%	-8%	-14%	?	.	.	8%	2%	?	-35%
